Assay outcomes (PubChem BioAssay)
HT1080 viability = HT1080 cell viability loss – fluorescence readout (AID 620). HT1080 viability, fluorescence; higher % means a stronger effect. cytotoxicity, % at 10 µM; hits with a dose series show EC50 in µM. actives 0.42% (n = 87,000);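 further: cells exposed to compound overnight then 4 h with Alamar Blue; 0% = vehicle DMSO and 100% = killing control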
Spn MK inh = inhibitors of Streptococcus pneumoniae mevalonate kinase. purified MK, PK/LDH-coupled NADH absorbance 340 nm. inhibition, % at 10 µM. actives 0.48% (n = 65,000);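 active means ranked among the strongest by inhibition in the single 10 µM screen, a fixed top-ranked set picked for dose follow-up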; further: no value below 0 was filed
LYP phosphatase = LYP phosphatase inhibitors, primary screen, biochemical, DiFMUP fluorescence, recombinant catalytic domain, 10 µM (AID 606). 52,000 tested, under 10 active. recombinant LYP catalytic domain, DiFMUP fluorescence; higher % means a stronger effect. inhibition, % at 10 µM, or IC50 in µM where a hit was titrated;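 active means IC50 under 40 µM in the dose-response test; inactive means IC50 of 40 µM or more, or never dose-tested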
Bfl-1 inhibitors = Bfl-1 inhibitors, primary screen, biochemical, fluorescence polarization, FITC-Bid, mouse (AID 432). FITC-Bid BH3 peptide fluorescence polarization displacement; higher % means a stronger effect. displacement, % at 20 µM, or IC50 in µM where a hit was titrated. actives 0.02% (n = 64,000); in the data active means a potency from the dose series; inactive means the rest, 99 in 100 with displacement below about 15%; further: strong numbers were not always called active
Spn PMK inh = S. pneumoniae PMK inhibition; purified PMK, PK/LDH-coupled NADH absorbance 340 nm; inhibition, % at 10 µM; actives 0.49% (n = 65,000); AID 539;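 active means top-ranked compounds by inhibition in the single 10 µM screen, taking a fixed number of the strongest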;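 further: 0% = full reaction with DMSO carrier and 100% = background rate without enzyme reaction; no value below 0 was filed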
HPDE-C7 cytotoxicity = cytotoxicity in HPDE-C7 cells, cell-based, fluorescence, HTS (AID 430); actives 1.8% (n = 63,000); HPDE-C7 pancreatic duct cells viability, fluorescence; higher % means a stronger effect; cytotoxicity, % at 10 µM, or EC50 in µM where a hit was titrated;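 further: cells exposed to compound for 48 hours before viability readout; 0% = vehicle and 100% = reference cytotoxic drug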
HPDE-C7K KRASV12 = cytotoxicity in KRAS-transformed pancreatic duct cells, primary screen, cell-based, fluorescence, HTS (AID 431) | cytotoxicity, % at 10 µM; hits with a dose series show EC50 in µM | HPDE-C7K KRASV12 cells, Alamar Blue viability, 48 h; higher % means a stronger effect | actives 1.7% (n = 63,000);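 active means compounds whose percent cytotoxicity in the single-dose primary screen, scaled between solvent and toxic-drug controls, exceeds 50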;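 further: 0% = DMSO solvent wells and 100% = doxorubicin-treated wells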
Spn DPM-DC inh = S. pneumoniae DPM-DC inhibition. actives 0.49% (n = 65,000). calls only at 10 µM. purified DPM-DC, PK/LDH coupled NADH fluorescence;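 active means the 320 compounds with the highest percent inhibition in the single-dose primary screen, excluding strongly autofluorescent ones, cut at about 32% in these data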;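 further: kinetic rate of NADH fluorescence loss reporting ADP formed by the decarboxylase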
TNAP inhibition = inhibition of tissue-nonspecific alkaline phosphatase – biochemical, luminescent (AID 518); purified TNAP enzyme, luminescent substrate readout; higher % means a stronger effect; inhibition, % at 20 µM, or IC50 in µM where a hit was titrated; actives 0.09% (n = 64,000); in the data active means a potency from the dose series; inactive means the rest, 99 in 100 with inhibition below about 22%;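 further: plate controls were vehicle for no effect and reference inhibitor for full effect; many of its hits are not listed in these tables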
Spn PMK inh pilot replicates = also measured in Spn PMK inh; calls as there; inhibition, %; measured here: pilot screen replicates
Spn MK inh pilot replicates = recorded beside Spn MK inh, whose call it bears; inhibition, %; measured here: pilot screen replicates
Spn DPM-DC inh pilot screen % = further read-out of Spn DPM-DC inh, marked with its call; inhibition, %; measured here: pilot screen trials
* marks the source's active call; other numbers are inactive results; i = inactive; nt = not tested or not shown. Unless noted, no stated cut-off is given here; in the data, active means cytotoxicity above about 50%; inactive means the rest.

SMILES | HT1080 viability | Spn MK inh | LYP phosphatase | Bfl-1 inhibitors | Spn PMK inh | HPDE-C7 cytotoxicity | HPDE-C7K KRASV12 | Spn DPM-DC inh | TNAP inhibition | others
Cc1noc(C)c1COc1cccc(C(=O)OCCOc2ccc(F)cc2)c1 | -1% | 3 | 4% | 1% | 14 | 7% | 4% | i | 9%
COc1cc(S(=O)(=O)NC2CCCCC2)ccc1Cl | -1% | 2 | 11% | 3% | 6 | 6% | 10% | i | 8% | Spn PMK inh pilot replicates=3.5;Spn MK inh pilot replicates=3.5;Spn DPM-DC inh pilot screen %=3.0
CCOC(=O)Nc1sc2c(c1C#N)CCC(C)C2 (stereo not drawn) | -3% | 0 | 14% | 3% | 9 | -7% | -12% | i | 6%
CCN(CC)c1ccc(NC(=O)CN2CCN(c3ccc(F)cc3)CC2)cc1 | -6% | 2 | 2% | 12% | 7 | -6% | -3% | i | 11%
CCN(CC)CCCNC(=O)c1cc(-c2ccc(Cl)c(Cl)c2)on1 | 5% | 3 | 5% | -4% | 14 | 47% | 31% | i | 4%
CCN(CCCNC(=O)CNC(=O)Cn1cnc2ccccc2c1=O)c1cccc(C)c1 | 2% | 2 | -2% | -3% | 0 | 3% | 2% | i | 8%
N#Cc1c(N)n[nH]c1-c1cc2c([nH]1)CCCC2 | -1% | 6 | 6% | -2% | 5 | -18% | -2% | i | 5%
C=CCn1c(SCC2=C(C(=O)OCC)C(C)NC(=O)N2)nnc1C1CCCCC1 (stereo not drawn) | 8% | 0 | 13% | -1% | 12 | -11% | -17% | i | 3% | Spn PMK inh pilot replicates=0.0;Spn MK inh pilot replicates=2.0;Spn DPM-DC inh pilot screen %=1.5
COc1nc(N(c2ccccc2)c2ccccc2)nc(-n2ccnc2)n1 | -4% | 5 | nt | -8% | 8 | 5% | -6% | i | 4%
O=S(=O)(NC1CCN(Cc2ccccc2)CC1)c1cccc(S(=O)(=O)N2CCOCC2)c1 | 3% | 0 | 4% | -2% | 19 | -2% | -8% | i | 10%
CN(CC(=O)NCc1ccccn1)S(=O)(=O)c1ccc(Cl)cc1 | 1% | 4 | -2% | 1% | 1 | -2% | -1% | i | 10%
Cc1cccc(N2C(=O)CC(N3CCN(Cc4ccc(Cl)cc4)CC3)C2=O)c1 (stereo not drawn) | 25% | 4 | 9% | 6% | 0 | 3% | 12% | i | 14% | Spn PMK inh pilot replicates=2.5;Spn MK inh pilot replicates=0.0;Spn DPM-DC inh pilot screen %=4.5
C=C(C)Cn1c(Sc2nc3ccccc3[nH]2)nc2c1c(=O)[nH]c(=O)n2C | 2% | 5 | 12% | -5% | 12 | 2% | 21% | i | -2%
COc1ccc(C(=O)N2CCN=C2SC)cc1OC | -1% | 5 | nt | -9% | 11 | -3% | -5% | i | 4%
COc1ccc(N2CCn3c2nc2c3c(=O)n(CCCc3ccccc3)c(=O)n2C)cc1 | 25% | 10 | 22% | 1% | 10 | -23% | -12% | i | 9%
CCC(=O)Nc1c2c(nc3c1CCC3)CCCC2 | 6% | 9 | -11% | -4% | 2 | -5% | 4% | i | 7%
COc1ccc(-n2c(Cc3cccn3C)nnc2SCC(=O)Nc2ccc(C)cc2C)cc1 | 4% | 9 | 8% | 2% | 7 | 0% | -3% | i | 10%
CC1CCN(C(=O)CSc2nnc(-c3cc4ccccc4cc3O)n2Cc2ccco2)CC1 | -5% | 2 | nt | 2% | 0 | 22% | 22% | i | 6%
CCn1nc(NC(=O)c2cccnc2)c2cc3ccccc3nc21 | 6% | 0 | 7% | 4% | 0 | -3% | -13% | i | 16% | Spn PMK inh pilot replicates=4.0;Spn MK inh pilot replicates=3.0;Spn DPM-DC inh pilot screen %=6.0
COc1ccc(C(=O)NCCc2c[nH]c3ccccc23)cc1S(=O)(=O)N1CCOCC1 | -2% | 0 | nt | -1% | 14 | 8% | 10% | i | -6%
COc1ccc(C(=O)Oc2cccnc2)cc1OC | 4% | 4 | nt | 2% | 5 | -12% | -1% | i | 21%
Cc1cc(-c2[nH]nc3c2C(c2ccsc2)C(C#N)=C(N)O3)c(C)s1 (stereo not drawn) | 0% | 5 | 11% | 3% | 5 | -10% | -9% | i | 0%
CCOc1ccccc1OCc1nn2c(COc3ccccc3)nnc2s1 | 7% | 10 | 13% | -1% | 3 | -17% | -12% | i | 9%
CC1CC(=O)N(Cc2ccccc2)c2ccccc2N1C=O (stereo not drawn) | -10% | 5 | nt | -4% | 11 | 6% | 7% | i | 6%
Cc1cccc2cc(C(c3nnnn3C(C)(C)C)N3CCN(C(=O)c4ccco4)CC3)c(=O)[nH]c12 (stereo not drawn) | -3% | 13 | -16% | 6% | 11 | -13% | -10% | i | 14% | Spn PMK inh pilot replicates=2.5;Spn MK inh pilot replicates=0.5;Spn DPM-DC inh pilot screen %=2.5

An excerpt from above in order of number of heavy atoms, lowest first:
SMILES | HT1080 viability | Spn MK inh | LYP phosphatase | Bfl-1 inhibitors | Spn PMK inh | HPDE-C7 cytotoxicity | HPDE-C7K KRASV12 | Spn DPM-DC inh | TNAP inhibition | others
CCOC(=O)Nc1sc2c(c1C#N)CCC(C)C2 (stereo not drawn) | -3% | 0 | 14% | 3% | 9 | -7% | -12% | i | 6%
CC1CC(=O)N(Cc2ccccc2)c2ccccc2N1C=O (stereo not drawn) | -10% | 5 | nt | -4% | 11 | 6% | 7% | i | 6%
CCN(CC)CCCNC(=O)c1cc(-c2ccc(Cl)c(Cl)c2)on1 | 5% | 3 | 5% | -4% | 14 | 47% | 31% | i | 4%
O=S(=O)(NC1CCN(Cc2ccccc2)CC1)c1cccc(S(=O)(=O)N2CCOCC2)c1 | 3% | 0 | 4% | -2% | 19 | -2% | -8% | i | 10%
COc1ccc(-n2c(Cc3cccn3C)nnc2SCC(=O)Nc2ccc(C)cc2C)cc1 | 4% | 9 | 8% | 2% | 7 | 0% | -3% | i | 10%

Remaining list, next part
SMILES | HT1080 viability | Spn MK inh | LYP phosphatase | Bfl-1 inhibitors | Spn PMK inh | HPDE-C7 cytotoxicity | HPDE-C7K KRASV12 | Spn DPM-DC inh | TNAP inhibition | others
CCC(Sc1nc(-c2ccccc2)c(C#N)c(=O)[nH]1)C(=O)Nc1cc(C)on1 (stereo not drawn) | -6% | 9 | -7% | 0% | 0 | 7% | 12% | i | 12% | Spn PMK inh pilot replicates=0.5;Spn MK inh pilot replicates=1.0;Spn DPM-DC inh pilot screen %=0.0
COC(=O)C1C2C=CC3(CN(CCc4ccccc4)C(=O)C13)O2 (stereo not drawn) | 1% | 0 | 3% | nt | 3 | nt | nt | i | nt
O=C(Nc1ccc2ccccc2c1)N1CCN(c2ncccc2C(F)(F)F)CC1 | -6% | 10 | 1% | -1% | 9 | -6% | -1% | i | 6%
O=C(OCc1cc2ccccc2[nH]c1=O)C1CCCO1 (stereo not drawn) | 39% | 0 | nt | 3% | 0 | -4% | -26% | i | 12%
COc1cccc(-n2c(CNC(=O)OC(C)(C)C)n[nH]c2=S)c1 | -1% | 22 | 8% | 0% | 10 | 3% | 0% | i | 15%
CC1(C)C(c2ccccc2)=NC(c2ccccc2)N1O (stereo not drawn) | 7% | 7 | 2% | 2% | 2 | -16% | -6% | i | 13% | Spn PMK inh pilot replicates=1.5;Spn MK inh pilot replicates=0.0;Spn DPM-DC inh pilot screen %=0.0
Cc1ccc(S(=O)(=O)N2CCN(C(=O)c3cc(=O)[nH]c4ccccc34)CC2)c(C)c1 | 0% | 3 | -4% | -11% | 6 | 6% | 0% | i | 14% | Spn PMK inh pilot replicates=5.0;Spn MK inh pilot replicates=0.5;Spn DPM-DC inh pilot screen %=4.0
COc1ccc(NC(=O)CNCCC2=CCCCC2)cc1 | -10% | 9 | 12% | -5% | 2 | -4% | -7% | i | 7%
O=C(C1CCN(Cc2ccc(F)cc2)CC1)N(CCO)Cc1ccccc1 | 4% | 11 | 2% | -2% | 0 | 3% | 10% | i | 9%
Cc1ccc(-c2c(C#N)c(N)nc3c2CCCCCC3)o1 | 10% | 2 | 11% | 0% | 6 | -1% | 2% | nt | 6%
O=C(NC1CC1)C1CCN(c2ccc(S(=O)(=O)N3CCOCC3)cc2Cl)CC1 | 1% | 6 | 8% | -1% | 16 | 0% | -5% | i | 5%
CCC(=O)n1nc(-c2cccnc2)nc1NCc1ccc(OC)cc1 | -5% | 12 | 16% | 9% | 8 | 1% | -5% | i | 16%
CC1(C)Cc2c(c(=S)nc(-c3ccccc3)n2CCOCCO)CO1 | 2% | 7 | -3% | 3% | 0 | -10% | -10% | i | 6%
CSc1ccc(Cl)c(C(=O)NCc2ccco2)c1 | -1% | 8 | -4% | -8% | 18 | 0% | -12% | i | 1%
N#Cc1nc(Cc2cccc3ccccc23)oc1NCCN1CCCCC1 | 5% | 8 | 10% | -7% | 11 | nt | nt | i | 11%
O=C(CCC(=O)N(CC(=O)NC1CCCCC1)Cc1ccco1)Nc1nccs1 | -19% | nt | 1% | -4% | 14 | -8% | -4% | i | 10%
O=C(c1ccc2c(=O)n(Cc3ccc4c(c3)OCO4)c(=S)[nH]c2c1)N1CCCCC1 | 5% | 3 | 0% | -5% | 6 | 1% | -8% | i | 12%
CCOC(=O)c1ccc(NC(=O)CN(c2ccc(C)cc2)S(=O)(=O)c2c(C)n[nH]c2C)cc1 | -2% | 5 | nt | -1% | 5 | 0% | 6% | i | 0%
COc1ccccc1Nc1nc(N)nc(CN(C)C2CCCCC2)n1 | 0% | 17 | 10% | -2% | 3 | -16% | -20% | i | 0%
CC1(C)CC(=O)C2(CC3=C(CC(C)(C)CC3=O)O2)C(=O)C1 | -7% | 8 | 10% | -3% | 11 | -21% | -11% | i | 11%
O=C(CCc1nc2ccccc2c(=O)[nH]1)OCC(=O)N1CCN(S(=O)(=O)c2ccccc2)CC1 | nt | 0 | -7% | 4% | 28* | -5% | -1% | i | 9%
Cc1ccccc1C(=O)Nc1cccc(NC(=O)Cn2cnc3c(=O)n(C)c(=O)n(C)c32)c1 | -3% | 9 | 15% | -5% | 3 | 25% | 10% | i | 7%
O=C(NCc1ccncc1)C(F)(F)C(F)(F)C(=O)NCc1ccncc1 | -3% | 4 | 6% | -2% | 11 | -13% | 2% | i | 11%
COc1ccc(C(=O)Nn2c(SCC(=O)NCc3ccco3)nc3ccccc3c2=O)cc1 | nt | 17 | 12% | 1% | 10 | -9% | 3% | i | 6%
O=C(c1cccc(F)c1)N1CCCC(C(=O)N2CCCC2)C1 (stereo not drawn) | 0% | 1 | nt | 1% | 10 | 8% | 2% | i | 15%
CCOc1ccc(C2C(C(=O)NC)=C(C)Nc3nc4ccccc4n32)cc1OC (stereo not drawn) | 0% | 6 | 12% | 0% | 0 | -14% | 0% | i | -2%
